Compound activity as filed in PubChem.
K1F lysis inhibition – protection from phage-mediated lysis, alamar blue read-out – E. coli UTI89, K1F phage, bacterial capsule biogenesis inhibitors (AID 488966); E. coli UTI89 K1F phage lysis, alamar blue, 2 h; higher % means a stronger effect; inhibition, % at 100 µM; hits with a dose series show IC50 in µM; hit rate 0.02% among 340,000;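 active means phage lysis inhibition, versus mean bacterial control, above a set limit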;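 further: capsule biogenesis inhibitors block K1F phage lysis so surviving cells raise fluorescence; higher fluorescence means more inhibition of phage lysis; actives were called in the ten point dose series up to 300 µM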
The depositor's hits bear a star; [ ] = remark or other dose.

smiles | K1F lysis inhibition
CCOC(=O)c1ccc(N2CCOCC2)c(NC(=O)c2ccc3c(c2)OCO3)c1 | 0.0%
O=C(CN1C(=O)NC2(CCc3ccccc32)C1=O)c1cccs1 (stereo not given) | -0.1%[50 µM]
C=CCOC(=O)C1=C[C@@H](c2ccc(C(F)(F)F)cc2)C[C@@H](OCCCCO)O1 | 3.3%
Cc1ccc(C(=O)NNC(=O)c2csc(N3CCOCC3)n2)s1 | -0.1%[50 µM]
O=c1oc2ccccc2c(NC2CCCCC2)c1NS(=O)(=O)c1ccc(Br)cc1 | 0.6%
CCN(Cc1ccccc1)C(=O)CC(=O)N(CC)Cc1ccccc1 | -0.4%
O=C(CSc1nnc(-c2cccc(Br)c2)o1)N1CCOCC1 | 0.3%[50 µM]
NC(=O)c1ccsc1NC(=O)COC(=O)CNC(=O)c1cccc([N+](=O)[O-])c1 | 1.0%[50 µM]
CCC(C)(C)NC(=O)C(c1cccc(OC)c1)N(C(=O)CNC(=O)c1cccs1)c1cccnc1 (stereo not given) | 0.0%
O=C(O)c1ccc(Cl)c(NCc2cccs2)c1 | -1.5%
Cc1ccc(CNC(=O)CN(c2ccc(C)cc2)S(=O)(=O)c2c(C)n[nH]c2C)cc1 | 0.1%
CCCCCCC1(C)NC(=O)N(C(C)C(=O)Nc2ccc(N3CCOCC3)cc2)C1=O (stereo not given) | 0.5%[50 µM]
CCOC(=O)C1=C(CS(=O)(=O)c2ccc(F)cc2)NC(=O)NC1c1ccc(O)c(O)c1 (stereo not given) | 4.6%
Cc1ccc(-c2cc(C(=O)N/N=C/c3ccoc3)c3ccccc3n2)cc1 | 0.1%[50 µM]
CCN(CC(=O)Nc1ccc2c(c1)OCCO2)C(=O)c1cc(=O)[nH]c2ccccc12 | 0.3%[50 µM]
CCN(CC)CCNC(=O)c1cc(S(=O)(=O)N2CCc3ccccc32)cn1C | 14%
O=C(Nc1cccc(NC(=O)c2ccc(Cl)cc2Cl)c1)c1cccnc1 | -0.1%
CN1C(=O)Cc2cc(S(=O)(=O)Nc3ccc(N4CCOCC4)cc3)ccc21 | 0.9%
Cc1c(C)c(C)c(S(=O)(=O)NCCC(=O)N2CCN(Cc3ccc(C#N)cc3)CC2)c(C)c1C | 0.0%[50 µM]
COc1cc([N+](=O)[O-])ccc1NC(=S)NNC(=O)CCC(=O)Nc1ccccc1Cl | -0.1%
Cn1cncc1C#Cc1c(C=O)[nH]c2ccccc12 | 1.3%
CS(=O)(=O)c1cccc(NC(=O)CSc2nnc3n2CCCCC3)c1 | 0.8%[50 µM]
CCN(CC)C1CCN(C(=O)c2cc(COc3cccc4cccnc34)on2)C1 (stereo not given) | -0.1%
Cc1c(C(=O)NCCN2CCOC2=O)oc2c(F)cccc12 | -1.0%
CCCc1cc(=O)[nH]c2nnc(SCC(=O)Nc3cccc(NC(C)=O)c3)n12 | -0.2%[50 µM]
O=C(Cn1nnc(-c2ccc(Cl)cc2)n1)N1CCN(C(=O)c2ccco2)CC1 | 0.7%[50 µM]
CC(=O)C(c1ccccc1)C(c1ccccc1)C(C)[N+](=O)[O-] (stereo not given) | 0.1%
O=C(NCCN1CCNC1=O)C1CCC(=O)N(Cc2cccc(C(F)(F)F)c2)C1 (stereo not given) | 1.7%
CSc1ncccc1C(=O)NCCc1ccc(S(N)(=O)=O)cc1 | 1.6%
CC(=O)N1CCN(Cc2nc3cc([N+](=O)[O-])ccc3n2C)CC1 | 0.0%
C#CCCC(=O)c1ccccc1/C=[N+](\[O-])c1ccccc1 | -1.7%
O=C(CCc1c[nH]c2ccccc12)NCCc1ccc2c(c1)OCCO2 | 0.3%
C/C(Sc1nnc(Cc2ccccc2)o1)=C(\O)c1ccccc1 | -1.5%
CCOc1ccccc1CN1CCNC(=O)C1CC(=O)N(C)CCc1ccccn1 (stereo not given) | 0.3%
CCN(CC)CCCNC(=O)c1oc2ccc(S(=O)(=O)N3CC(C)CC(C)C3)cc2c1C (stereo not given) | -0.2%
CC1(C)NC(=O)N(CC(O)CN(c2cccc([N+](=O)[O-])c2)S(=O)(=O)c2ccccc2)C1=O (stereo not given) | 0.2%
COCCCN(C(=O)c1cc2c(s1)CCCCC2)c1c(N)n(Cc2ccccc2)c(=O)[nH]c1=O | 0.1%[50 µM]
CCCCn1cnc2c(SCc3ccccc3)nc(N)nc21 | -0.9%
COC(=O)C1=C(C)N(CCCC(=O)O)C(=O)NC1c1ccccc1OS(=O)(=O)c1ccccc1[N+](=O)[O-] (stereo not given) | 0.5%
COc1ccc(NC(=O)CSCC(=O)Nc2nnc(CC(C)C)s2)cc1 | 1.7%[50 µM]
O=C1c2ccc([N+](=O)[O-])cc2S(=O)(=O)N1Cc1ccccc1 | 0.0%
Cc1ccc(S(=O)(=O)NCCC(=O)N2CC(C)OC(C)C2)cc1C (stereo not given) | -0.2%[50 µM]
COC(=O)c1cc(-c2cccs2)nc2ccccc12 | 0.0%
O=C(O)c1ccc(NC(=O)c2cccc(C(=O)Nc3ccc(C(=O)O)cc3)n2)cc1 | -0.3%
COc1ccc(-n2nc3c(c2NC(=O)COc2cccc(OC)c2)CS(=O)(=O)C3)cc1 | 0.2%
C=CCN1CC(=O)N2Cc3[nH]c4ccccc4c3C[C@H]2C1=O | 0.0%
Cc1cccc(C(=O)OCC(=O)N2CC(=O)Nc3ccccc32)c1C | -2.1%
Cc1c(C(=O)NCC2CCCO2)oc2c(Cl)cccc12 (stereo not given) | 1.4%[50 µM]
CCn1cc(CN2CCC(n3nccc3NC(=O)c3ccc(OC)cc3)CC2)cn1 | 0.0%
Cc1cccn2c(=O)c3cc(C(=O)NC4CCCC4)sc3nc12 | 1.2%[50 µM]
Cc1sc2nc(SCC(=O)N3CC(C)OC(C)C3)n(C)c(=O)c2c1C (stereo not given) | -0.3%
Cc1nc2scc(C)n2c(=O)c1S(=O)(=O)Nc1ccc(N2CCOCC2)c(Cl)c1 | 1.2%
CCCCN(C)C(=O)CNC(=O)c1nn(-c2ccc(OC)cc2OC)c(=O)c2ccccc12 | -0.6%[50 µM]
Cc1ccc(C(=O)N(C)CC(=O)Nc2cccc(F)c2)cc1S(=O)(=O)N1CCCCC1 | 0.1%[50 µM]
COc1ccc(NC(=O)C#Cc2ccccc2)cc1 | -0.7%
O=C(CCCCCn1nnc2ccccc2c1=O)Nc1ccccc1Cl | -0.2%
CCCCNc1c(-c2ccc(Sc3ccc(OC)cc3)cc2)nc2cc(C)ccn12 | 3.1%
CCN(CC)c1ccc(C(=O)OCC(=O)Nc2ncccn2)cc1 | 1.6%
Cc1ccc(S(=O)(=O)N2CCC(C(=O)OCC(=O)N3CCCC(C)C3)CC2)cc1C (stereo not given) | 1.0%[50 µM]
CN(C1CCCCC1)S(=O)(=O)c1cccc2nsnc12 | 2.5%

Next section, overlapping the part above by 4 compounds.
smiles | K1F lysis inhibition
CCCCNc1c(-c2ccc(Sc3ccc(OC)cc3)cc2)nc2cc(C)ccn12 | 3.1%
CCN(CC)c1ccc(C(=O)OCC(=O)Nc2ncccn2)cc1 | 1.6%
Cc1ccc(S(=O)(=O)N2CCC(C(=O)OCC(=O)N3CCCC(C)C3)CC2)cc1C (stereo not given) | 1.0%[50 µM]
CN(C1CCCCC1)S(=O)(=O)c1cccc2nsnc12 | 2.5%
Cc1cc(OCC(=O)NC2CCN(Cc3ccccc3)CC2)c2c(C)cc(=O)oc2c1 | 0.1%
CC1CN(C(=O)COC(=O)c2cccc(NS(=O)(=O)c3ccccc3)c2)CC(C)O1 (stereo not given) | 2.6%[50 µM]
CSc1cc(C)c(OCC(=O)Nc2c(C)nn(C)c2C)c(C)c1 | -0.1%[50 µM]
CCN1C[C@@H]2[C@@H]3C(=O)N(Cc4ccccc4)C(=O)[C@@H]3[C@](C)(C1=O)N2C(=O)c1ccc(C(C)(C)C)cc1 | 5.5%
CCCN(CC(=O)Nc1ccccc1OC)C(=O)c1ccncc1 | 0.1%
Cc1ccc(/C=N/Nc2nncn2N)cc1 | -0.1%
O=C(O)CC1c2ccccc2C=Cc2ccccc21 | 0.6%
COc1ccc2oc(=O)c(C(=O)NC(C)c3ccccc3)cc2c1 (stereo not given) | -0.2%
CCc1nn(CC(=O)N2CCC(C(N)=O)CC2)c(=O)c2cc3occc3n12 | 0.0%
COc1ccc(NC(=O)CSc2nc(=O)n(CCN(C)C)c3c2CCCC3)cc1OC | 0.5%[50 µM]
Cc1cc(C)cc(C(=O)OCC(=O)N2CCCCCC2)c1 | 1.6%[50 µM]
NC(=O)c1nsc(C(=O)N(Cc2cccnc2)C(C(=O)NCc2ccc(F)cc2)c2ccc(F)cc2)c1N (stereo not given) | -0.1%
CCN(CC)C(=O)[C@H]1C[C@H](CC(=O)NCCCn2ccnc2)C(=O)N2CCc3c([nH]c4cc(CCC(=O)N(C)C)ccc34)[C@]12C | -0.2%
CC(=O)N1CCN(CCS(=O)(=O)c2cc(Cl)ccc2Cl)CC1 | 1.3%
O=C(Nc1cccc(S(=O)(=O)N2CCCCCC2)c1)c1cncc(Br)c1 | 7.0%
COc1ccc(Cc2nnc(NC(=O)c3cccc(F)c3)s2)cc1OC | 0.1%
O=C(CCNC(=O)C1CCN(S(=O)(=O)c2ccc(F)cc2)CC1)NCc1ccc(F)cc1 | 0.1%
CC(=O)c1ccc(NC(=O)COC(=O)/C=C/c2cccs2)cc1 | -1.2%
CC(=O)N1CCN(C(=O)C2(NC(=O)Nc3ccc(C)cc3)CCCCC2)CC1 | 0.1%
Cc1cccc(CC(=O)Nc2ccon2)c1 | 0.4%
Cc1cc(OCC(=O)NCCCn2ccnc2)c2c(C)c(C)c(=O)oc2c1 | -0.2%
CCCNC(=O)c1n[nH]c2c1CC(C(C)(C)CC)CC2 (stereo not given) | 1.6%
CN(C)C(=O)CCc1ccc2c3c([nH]c2c1)[C@]1(CCc2ccccc2)[C@@H](C(=O)N2CCCCC2)C[C@H](CC(=O)NCc2cccc(C(F)(F)F)c2)C(=O)N1CC3 | 0.5%
O=C(NCC1CCCO1)c1ccccc1NS(=O)(=O)c1cccs1 (stereo not given) | 0.3%
CCN1C(=O)[C@H]2[C@@H](c3ccc(SC4CCCCC4)c(OC)c3)N[C@@](Cc3ccccc3)(C(=O)OC)[C@H]2C1=O | 3.7%
COCCCN1CC(=O)N2C(c3ccccc3)c3[nH]c4ccccc4c3C[C@H]2C1=O (stereo not given in full) | -0.1%
Cc1cccc(C)c1OCC(=O)OCC(=O)Nc1ccc(Cl)cn1 | 0.4%[50 µM]
COc1cccc(C(=O)NCc2ccc3c(c2)OCO3)c1 | 0.3%
COc1ccc(NS(=O)(=O)c2cccc3ccccc23)cc1 | -0.3%
O=C(O)C1C2C=CC(C2)C1C(=O)NCCCN1CCCC1=O (stereo not given) | 2.3%[50 µM]
COc1ccc(-c2nc3c(C(=O)NCCN(C)C)cccc3c3ccccc23)cc1 | 2.8%
COCCCNC(=O)Cc1ccc(-n2c(C)nc3cccnc32)cc1 | -0.5%[50 µM]
Cc1ccc(S(=O)(=O)N(C)C)cc1NC(=O)CCCNC(=O)c1ccc(Cl)cc1 | 0.2%
CN(C)c1ccc(S(=O)(=O)NCC(=O)NCC2CCCCC2)cc1[N+](=O)[O-] | 2.1%
Cc1ccc(O)c(NS(=O)(=O)c2cccc3nsnc23)c1 | -0.9%[50 µM]
Cc1ccc(NC(=O)CNC(=O)c2ccc3c(c2)OCO3)nc1 | 0.1%
O=C(CSc1n[nH]c(-c2cccs2)n1)N1CCOCC1 | -2.3%
COCCNC(=O)Cn1c(=O)oc2cc(S(=O)(=O)N3CC(C)CC(C)C3)ccc21 (stereo not given) | 3.3%
O=C(CN1CCCCC1)N/N=C/c1ccc(Cl)cc1Cl | 0.2%
CCCCCc1nnc(NC(=O)CN2C(=O)C3CCCCC3C2=O)s1 (stereo not given) | -0.1%

Next part; it opens with the 2 that closed the last part.
smiles | K1F lysis inhibition
O=C(CN1CCCCC1)N/N=C/c1ccc(Cl)cc1Cl | 0.2%
CCCCCc1nnc(NC(=O)CN2C(=O)C3CCCCC3C2=O)s1 (stereo not given) | -0.1%
Cc1ccc(CNC(=O)CC2(CC3=NS(=O)(=O)c4ccccc4N3)CCCC2)cc1 | 0.6%
N=C1C(=O)NC(=O)C1c1ccccc1 (stereo not given) | -1.9%
COc1ccccc1NS(=O)(=O)c1ccc(C(=O)NCc2ccco2)cc1 | 0.1%[50 µM]
CCOC(=O)c1ccc(NC(=O)c2c(N)n(Cc3ccccc3)c(=O)[nH]c2=O)cc1 | -1.0%
O=C1CN(C(=O)c2cccc([N+](=O)[O-])c2)CC(=O)N1 | -1.9%
COc1cc(C(=O)NCc2nc(C)cs2)ccc1OC1CCN(C(C)=O)CC1 | 0.1%
Cn1c(=O)n(C)c2cc(N3CCOCC3)c(NC(=O)c3cccc(Cl)c3)cc21 | -0.1%
CNc1snc(C)c1C(=O)OC(C)C(=O)Nc1ccccc1 (stereo not given) | 0.6%[50 µM]
OC[C@H]1NC[C@@H](O)[C@@H]1O | 5.2%
CO[C@H]1/C=C/O[C@@]2(C)Oc3c(C)c(O)c4c(O)c(c5c(c4c3C2=O)NC2(CCN(CC(C)C)CC2)N=5)=NC(=O)/C(C)=C\C=C\[C@H](C)[C@H](O)[C@@H](C)[C@@H](O)[C@@H](C)[C@H](OC(C)=O)[C@@H]1C | -2.2%
Cc1c(C(=O)N/N=C/c2ccccn2)nnn1-c1nonc1N | 0.4%
O=C(/C=C/c1ccco1)c1cccc([N+](=O)[O-])c1 | -3.9%
Cc1cc(OCC(=O)NC2CC(C)(C)NC(C)(C)C2)c(C)cc1Br | 2.1%[50 µM]
COc1ccccc1CNC1CCN(Cc2ccccc2)CC1 | 0.1%

The list is partial, so the mix of outcomes need not match the whole.
